TRPC6 inhibitor: mouse TRPC6 channel inhibitors, primary screen, cell-based, HEK293, membrane potential dye | Short transient receptor potential channel 6 (Mus musculus), Q61143 | ACh-evoked depolarization; stronger effect = lower value | B-score at 10 µM | 1.1% of 310,000 active | AID 2553, 2010;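 active = B-score under library mean minus 3 SD, initial fluorescence not abnormally high, positive integrated signal ratio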;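 note: B-score derived from integrated fluorescence ratio over the kinetic read; more negative B-score means stronger inhibition of depolarization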
RGS4 block: RGS4 inhibitors, primary screen, cell-based, HEK293 M3R inducible RGS4, calcium flux; B-score at 10 µM; 0.45% of 310,000 active; Fluo-4 calcium flux; stronger effect = higher value; triggered by carbachol at its EC20;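 active = B-score, a plate-corrected calcium signal, over three deviations above library mean, with baseline fluorescence within five deviations of library mean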;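 note: RGS4 expression induced by doxycycline in cells with stable M3 receptor; B-score is computed from the integrated fluorescence ratio over baseline after carbachol; higher B-score means a larger calcium signal and so more RGS4 inhibition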
TMEM16A act: TMEM16A chloride channel activators or potentiators, primary screen, cell-based, HTS | AID 623877, 2012 | 0.3% of 340,000 active | B-score at 10 µM | HEK293 TMEM16A/YFP-H148Q/I152L, iodide quench fluorescence; stronger effect = lower value;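 active = fluorescence-ratio B-score plate-corrected deviation score at least 3 library SD below zero, with starting fluorescence score within 5 deviations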;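 note: channel opened by trigger with iodide after compound preincubation; score built on the fluorescence ratio of max minus min over baseline; more negative score means more quench and so TMEM16A activation or potentiation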
Target sequence (Q8BHY3 whole entry, looked up): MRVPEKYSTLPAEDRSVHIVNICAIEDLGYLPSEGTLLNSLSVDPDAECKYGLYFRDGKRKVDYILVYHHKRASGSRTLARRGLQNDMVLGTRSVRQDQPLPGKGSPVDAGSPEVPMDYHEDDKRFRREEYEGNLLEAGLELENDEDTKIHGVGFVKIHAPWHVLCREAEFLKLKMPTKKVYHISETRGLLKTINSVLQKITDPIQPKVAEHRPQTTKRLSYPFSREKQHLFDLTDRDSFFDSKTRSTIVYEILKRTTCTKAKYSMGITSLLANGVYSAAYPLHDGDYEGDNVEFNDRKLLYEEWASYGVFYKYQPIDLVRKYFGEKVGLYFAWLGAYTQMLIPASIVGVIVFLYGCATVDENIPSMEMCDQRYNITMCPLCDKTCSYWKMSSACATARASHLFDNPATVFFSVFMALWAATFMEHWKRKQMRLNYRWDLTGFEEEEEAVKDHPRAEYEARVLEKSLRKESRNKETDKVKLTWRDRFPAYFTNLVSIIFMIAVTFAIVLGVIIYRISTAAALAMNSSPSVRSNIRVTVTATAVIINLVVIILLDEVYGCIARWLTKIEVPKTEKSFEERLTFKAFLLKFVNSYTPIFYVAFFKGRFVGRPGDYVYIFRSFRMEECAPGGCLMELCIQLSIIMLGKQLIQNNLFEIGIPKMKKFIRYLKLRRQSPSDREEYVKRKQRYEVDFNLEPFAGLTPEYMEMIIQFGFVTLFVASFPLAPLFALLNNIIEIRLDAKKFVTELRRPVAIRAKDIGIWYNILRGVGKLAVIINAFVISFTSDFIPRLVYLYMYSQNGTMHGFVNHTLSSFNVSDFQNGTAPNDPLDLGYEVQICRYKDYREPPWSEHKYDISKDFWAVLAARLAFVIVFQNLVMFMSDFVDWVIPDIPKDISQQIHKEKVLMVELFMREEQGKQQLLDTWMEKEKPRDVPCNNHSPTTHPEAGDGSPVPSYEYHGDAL
SKKanGAS inh: S. pyogenes SKKanGAS growth inhibitors in kanamycin, primary screen, streptokinase expression inhibitor project, SKKanGAS strain, BacTiter-Glo luminescence | 6 h | AID 1662, 2009 | inhibition, % at 7.5 µM | 1.3% of 300,000 active;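 active = mean replicate score, as percent of positive control median, at least 50; inconclusive = mean below 50 but one replicate at or above 50; inactive = mean and every replicate below 50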;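 note: strain carries kanamycin resistance gene driven by streptokinase promoter and grows in 40 µg/ml kanamycin; loss of luminescence reflects streptokinase promoter inhibition or plain growth inhibition; 0% = median of DMSO wells and 100% = positive control at its reference dose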
MrgX1 agonist: agonists of human MrgX1 receptor, primary screen, HEK293 cells, Fluo-4 calcium flux; Mas-related G-protein coupled receptor member X1 (Homo sapiens), Q96LB2; Fluo-4 calcium fluorescence, agonist mode; stronger effect = higher value; B-score at 10 µM; 0.44% of 310,000 active; AID 588627, 2011;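 active = calcium response B-score plate-corrected fluorescence ratio at least 3 library SD, with starting fluorescence B-score inside 5 SD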
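times = overnight plating, then 30 min 37 °C plus 30 min room-temperature dye loading | assay system = stable human MrgX1 HEK293 cell line | input = fifteen thousand cells per well | signal = kinetic calcium dye fluorescence, Fluo-4 NW | dosing = compound delivered in addition one of three | read-out = B-scored fluorescence response ratio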
TRPC6 act: mouse TRPC6 channel activators, primary screen, cell-based, HEK293, membrane potential dye; Short transient receptor potential channel 6 (Mus musculus), Q61143; HEK293-TRPC6 membrane potential dye fluorescence; stronger effect = higher value; B-score at 10 µM; 0.13% of 310,000 active; AID 2550, 2010;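 active = B-score of the integrated fluorescence ratio above library mean plus 3 SD, and starting fluorescence ratio within library mean plus 5 SD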;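 note: higher score means more depolarization so channel activation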
MrgX1 antag: antagonists of human MrgX1 receptor, primary screen, HEK293 cells, Fluo-4 calcium flux; BAM8-22 antagonism; stronger effect = lower value; B-score at 10 µM; 1.3% of 310,000 active; Mas-related G-protein coupled receptor member X1 (Homo sapiens), Q96LB2;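 active = calcium-response B-score plate-corrected more than 3 library SD below zero, starting fluorescence within 5 deviations, no agonist response on first addition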;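 note: peak minus trough fluorescence over baseline after final BAM8-22 challenge near maximal dose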
MrgX1 allo act: positive allosteric modulators of MrgX1, primary screen, HEK293 cells, Fluo-4 calcium flux; AID 588675, 2011; Mas-related G-protein coupled receptor member X1 (Homo sapiens), Q96LB2; FDSS; stronger effect = higher value; B-score at 10 µM; 0.63% of 310,000 active;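 active = plate-corrected calcium response at least 3 library SD above typical, normal starting fluorescence, not activating the receptor alone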;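 note: compound read alongside a low EC10 to EC30 dose of BAM8-22 agonist; peak minus trough fluorescence over baseline measured at the second addition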
RGS4 act: RGS4 potentiators or activators, primary screen, cell-based, HEK293 M3R inducible RGS4, calcium flux. B-score at 10 µM. carbachol calcium flux Fluo4; stronger effect = lower value. 0.92% of 310,000 active;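 active = B-score of the integrated calcium signal more than 4 SD below the library mean, with starting fluorescence not abnormally high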;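 note: negative B-score means reduced calcium response which marks RGS4 activation or potentiation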
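test system = HEK293 cells with stable M3R and inducible RGS4 | schedule = recording 10 s baseline at 1 Hz, 100 s post-agonist | technique = Fluo4-AM (2 µM) calcium-flux fluorescence, kinetic read | measure = Agonist-evoked peak-minus-minimum fluorescence over baseline, integrated ratio, B score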
HDAC3 inh: HDAC3 deacetylase inhibitors, primary screen, biochemical, fluorescence, cell-free homogeneous; Histone deacetylase 3 (Homo sapiens), O15379; recombinant HDAC3, fluorogenic peptide/trypsin coupled; inhibition, % at 8.3 µM; 0.15% of 320,000 active; AID 2718, 2010; in the data active = inhibition above about 26%, passing the limit was not always enough; inconclusive = no clear call, values can overlap the other calls
ANO1 block: TMEM16A chloride channel inhibitors, primary screen, cell-based, HTS. HEK293 TMEM16A/YFP iodide influx fluorescence, ionomycin. normalized B-score (activity score, 25-100; higher = stronger inhibition) at 10 µM. 1.2% of 310,000 active. AID 588511, 2011;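 active = ratio plate-corrected score three or more library SD toward inhibition, starting fluorescence score within five deviations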;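 note: score derived from kinetic fluorescence span divided by baseline fluorescence per well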
An asterisk follows results filed as active; i = inactive; ? = inconclusive; . = not tested or not shown.

SMILES	TRPC6 inhibitor	RGS4 block	TMEM16A act	SKKanGAS inh	MrgX1 agonist	TRPC6 act	MrgX1 antag	MrgX1 allo act	RGS4 act	HDAC3 inh	ANO1 block
O=C(NC1CCCCC1)C(c1cccnc1)N(C(=O)CCl)c1ccc(F)cc1 (centres undefined)	i	i	i	-8	i	i	i	i	i	6	i
COc1ccccc1NC(=O)CSc1nc2ncccc2[nH]1	i	i	i	-12	i	i	i	i	i	1	i
O=C(COc1ccccc1C(=O)c1cnn(-c2ccccc2)c1)Nc1ccc2ccccc2c1	i	i	i	8	i	i	i	i	i	7	i
CCOC(=O)[C@H]1[C@H]2COc3ccccc3[C@@H]2N2C(=O)c3ccccc3NC(=O)[C@@]12C	.	.	i	.	i	.	i	i	.	-5	i
O=[N+]([O-])c1cccnc1Sc1ccc(F)cc1	i	i	i	3	i	i	i	i	i	-3	i
O=S(=O)(Nc1ncccn1)c1ccc(NC(=S)NCc2ccco2)cc1	i	i	i	6	i	i	i	i	i	4	i
Cc1ccccc1OCC(=O)N/N=C/c1ccncc1	i	i	i	-3	i	i	i	i	i	3	i
CN(C(=S)NC(=O)Cc1ccccc1)c1ccccc1	i	i	i	-24	i	i	i	i	i	1	i
O=C1NC(=NCc2ccccc2)S/C1=C\c1ccccc1	i	i	i	-13	i	i	i	i	i	3	i
COc1ccccc1C(=O)OCC(=O)NC1CCCC1	i	i	i	-2	i	i	i	i	i	3	i
O=C(Nc1nc2ccsc2c(=O)s1)c1ccc(Cl)cc1	i	i	i	16	i	i	i	i	i	2	i
Cc1cc(C)c(C#N)c(SCC(=O)Nc2ccccc2C(N)=O)n1	i	i	i	-7	i	i	i	i	i	0	i
CC(C)=CC(=O)NCc1c(Cl)cccc1-n1cccc1	i	i	i	0	i	i	i	i	i	7	i
CCOc1ccc(NC(=O)CCCOc2cc(=O)n(C)c3ccccc23)cc1	i	i	i	-4	i	i	i	i	i	-3	i
Cc1ccc(-n2c(=O)cc(N3CC(C)OC(C)C3)[nH]c2=O)cc1 (centres undefined)	i	i	i	-2	i	i	i	i	i	4	i
COc1ccc(NC(=O)c2cccc(Oc3ccc([N+](=O)[O-])cc3Cl)c2)cc1	i	i	i	5	i	i	i	i	i	-4	i
COCCn1c(SC(C)C(=O)Nc2ccc3c(c2)OCCO3)nc2ccccc2c1=O (centres undefined)	i	i	i	6	i	i	i	i	i	-6	i
O=C(C1CCCO1)N1CCN(c2ncccn2)CC1 (centres undefined)	i	i	i	-4	i	i	i	i	i	-3	i
O=c1[nH]c(-c2ccccn2)nc2ccccc12	i	i	i	4	i	i	i	i	i	7	i
S=c1[nH]nc(-c2ccc3c(c2)OCO3)n1-c1ccccc1	i	i	i	1	i	i	i	i	i	2	i
CCN(CC)C(=O)C1CCCc2c1[nH]c1ccc(Cl)cc21 (centres undefined)	i	i	i	6	i	i	i	i	i	-1	i
COc1ccccc1OCC(=O)Nc1ccc(S(=O)(=O)N2CCOCC2)cc1	i	i	i	-3	i	i	i	i	i	6	i
CCc1ccc(CCC(=O)Nc2ccc(C(=O)O)cc2)o1	i	i	i	-4	i	i	i	i	i	-9	i
CCOC(=O)N1CCC(NC(=O)c2csc3c2CCCC3)CC1	i	i	i	-7	i	i	i	i	i	-4	i
COC(=O)c1cc(OC)c(OC)cc1NC(=O)CCC1CCCC1	i	i	i	-4	i	i	i	i	i	-7	i

Next compounds:
SMILES	TRPC6 inhibitor	RGS4 block	TMEM16A act	SKKanGAS inh	MrgX1 agonist	TRPC6 act	MrgX1 antag	MrgX1 allo act	RGS4 act	HDAC3 inh	ANO1 block
CCOc1ccc(C(=O)CCC(=O)NNC(=O)c2ccccc2O)cc1	i	i	i	-3	i	i	i	i	i	-3	i
COc1ccc(NC(=S)Nc2cccc(Cl)c2)cc1OC	i	i	i	-2	i	i	i	i	i	2	i
CCCS(=O)(=O)c1nc(S(=O)(=O)c2ccc(Cl)cc2)c(N2CCC(O)CC2)s1	i	i	i	-8	i	i	i	i	i	-1	i
Cc1c(C(=O)N(Cc2ccc(Cl)cc2)C2CCS(=O)(=O)C2)oc2ccccc12 (centres undefined)	i	i	i	2	i	i	i	i	i	7	i
O=C(Nc1ccc2[nH]ccc2c1)c1cccs1	i	i	i	7	i	i	i	i	i	-3	i
Cc1nn(-c2ccccn2)c(N)c1N=O	i	i	i	-3	i	i	i	i	i	.	i
Cc1cccc(OCCn2c(CCCO)nc3ccccc32)c1	i	i	i	-8	i	i	i	i	i	1	i
COc1ccc(NC(=O)N2c3ccccc3CC2C)cc1OC (centres undefined)	i	i	i	-1	i	i	i	i	i	-2	i
CC(C)(C)NC(=O)CN1C(=O)/C(=C/c2ccccc2)SC1=S	i	i	i	-6	i	i	i	i	i	-4	i
O=C1CCCCC1C(Nc1ccc(Br)cc1)c1ccccc1 (centres undefined)	i	i	i	29	i	i	i	i	-7.5*	?	i
CC(=O)Nc1ccc(S(=O)(=O)N2CCCC(C(=O)N3CCN(c4ccccc4)CC3)C2)cc1 (centres undefined)	i	i	i	-4	i	i	i	i	i	2	i
Cc1ccccc1C(=O)Nc1ccc(C(=O)N/N=C/c2ccncc2)cc1	i	i	i	11	i	i	i	i	i	3	i
CC(=O)Nc1cccc(NC(=O)c2cccc(S(=O)(=O)N3CCN(Cc4ccccc4)CC3)c2)c1	i	i	i	-1	i	i	i	i	i	-2	i
Cc1cc(NC2CCCCC2)nc(N2CCOCC2)n1	i	i	i	5	i	i	i	i	i	-2	i
N#C/C(=C/c1ccc(N2CCCCC2)o1)c1cccc(F)c1	i	i	i	-29	i	i	-6.4*	i	i	-4	i
CCn1c(SCC(=O)N2CCCC(C)C2)nnc1-c1ccc(S(=O)(=O)N2CCN(C)CC2)cc1 (centres undefined)	i	i	i	-8	i	i	i	i	i	-16	i
COC(=O)c1[nH]c(C)c(/C(O)=C2\C(=O)C(=O)N(CCCN3CCOCC3)C2c2ccccn2)c1C (centres undefined)	i	i	i	-1	i	i	i	i	i	7	i
C=CCOc1ccc2ccccc2c1CNCCCN1CCOCC1	i	i	i	-2	i	i	i	i	i	3	i
COc1ccc(NC(=O)CSc2nccn2C)c([N+](=O)[O-])c1	i	i	i	-3	i	i	i	i	i	-6	i
Cc1occc1-c1nnc(SCC(=O)NC(C)(C)C)n1C(C)c1ccccc1 (centres undefined)	i	i	i	1	i	i	i	i	i	?	i
N#Cc1c(-c2ccc(Cl)cc2)cc(-c2cccs2)nc1SCC(=O)O	i	i	i	44	i	i	i	i	i	14	i
COc1ccc(C(CNC(=O)CSc2ccccc2C)N(C)C)cc1 (centres undefined)	i	i	i	4	i	i	i	i	i	-2	i
COc1ccc(NC(=O)CSc2nnc(C3CCCCC3)n2-c2ccccc2)cc1	i	i	i	9	i	i	i	i	i	-4	i
O=C(Oc1cccc(Nc2ncnc3ccccc23)c1)c1cccnc1	i	i	i	-3	i	i	i	i	i	.	i
CC1=C(C(=O)OCC2CCCCC2)C(c2cccc(O)c2)NC(=O)N1 (centres undefined)	i	i	i	2	i	i	i	i	i	1	i

Remaining list, next part:
SMILES	TRPC6 inhibitor	RGS4 block	TMEM16A act	SKKanGAS inh	MrgX1 agonist	TRPC6 act	MrgX1 antag	MrgX1 allo act	RGS4 act	HDAC3 inh	ANO1 block
CCOC(=O)N1CCN(Cc2nc(N)nc(Nc3ccc(C)cc3C)n2)CC1	i	i	i	.	i	i	i	i	i	-2	i
COc1ccc(CSc2nnc(Cc3sc(-c4ccccc4)nc3-c3ccccc3)o2)cc1	i	i	i	-3	i	i	i	i	i	-3	i
COc1ccc(CN(C)C(=O)c2ccc(NS(=O)(=O)c3ccc4[nH]c(=O)[nH]c4c3)cc2)c(OC)c1	i	i	i	-2	i	i	i	i	i	1	i
O=C(N/N=C/c1ccccc1OC(=O)N1CCOCC1)c1cccs1	i	i	i	7	i	i	i	i	i	-4	i
COc1ccc(N2C(=O)CC(N3CCN(c4ccccc4)CC3)C2=O)cc1 (centres undefined)	i	i	i	0	i	i	i	i	i	0	i
COc1ccccc1NC(=O)C1(c2ccccc2)CCCC1	i	i	i	15	i	i	i	i	i	-2	i
N#Cc1cnn2c(N)c(-c3ccc(Cl)cc3)cnc12	i	i	i	2	i	i	i	i	i	-1	i
COCCC(=O)N1CCCC(C(=O)c2ccc(Oc3ccccc3)cc2)C1 (centres undefined)	i	i	i	2	i	i	i	i	i	-6	i
COc1ccc(CCn2c(=O)[nH]c3cc(C(=O)NCCN4CCOCC4)ccc3c2=O)cc1OC	i	i	i	-6	i	i	i	i	i	4	i
CCN1CCCC1CNC(=O)C(=O)NCc1ccccc1 (centres undefined)	i	i	i	-3	i	i	i	i	i	-5	i
Cc1onc(-c2c(Cl)cccc2Cl)c1C(=O)ONC(=O)c1ccccc1	i	i	i	9	i	i	i	i	i	0	i
CCC(=O)c1ccc(OCC(=O)Nc2cc(S(=O)(=O)N3CCCCC3)ccc2OC)cc1	i	i	i	-4	i	i	i	i	i	-1	i
Cc1ccc(-c2nnc(SCC(=O)Nc3ccc(N4CCOCC4)cc3)o2)cc1	i	i	i	-6	i	i	i	i	i	8	i

Screens from PubChem BioAssay.
